FBPA Giardia inh = blocks Giardia fructose-bisphosphate aldolase activity; A8B2U2; purified Giardia FBPA; AID 2451; actives 0.71% (n = 290,000); Potency, µM (series often up to 59.6 µM), for inactives: at the highest dose activity, negative = inhibition, usual class: inhibitors; active = well fitted inhibition curve with a large enough effect; inconclusive = small, poorly fitted or top-dose-only effect, or effect the other way; also: nearly all actives have a fitted effect of over 55% in size
Target sequence (A8B2U2 whole entry, looked up): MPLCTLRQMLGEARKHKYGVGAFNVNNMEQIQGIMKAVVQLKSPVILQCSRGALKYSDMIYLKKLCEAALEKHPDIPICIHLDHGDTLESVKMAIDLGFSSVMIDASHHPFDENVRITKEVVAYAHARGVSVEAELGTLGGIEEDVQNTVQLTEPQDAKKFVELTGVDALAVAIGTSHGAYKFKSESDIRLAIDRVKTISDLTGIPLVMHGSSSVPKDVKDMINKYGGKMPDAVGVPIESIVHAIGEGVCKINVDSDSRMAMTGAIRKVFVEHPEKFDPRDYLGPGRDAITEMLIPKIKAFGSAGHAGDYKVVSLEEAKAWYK
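40 nM FBPA preincubated 10 min at RT with compound (up to 57.5 uM final), then substrate plus GAPDH/TPI/NAD/arsenate coupling and diaphorase/resazurin added. Fluorescence read after 20 min at RT, 525/598 nm.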
* marks the source's active call; other numbers are inactive results; ? = inconclusive; & = joins results of further samples; [ ] = remark or other dose. % is scaled to controls: 0 for no effect and ±100 for the full control effect; potency is read from the fitted curve at half-maximal effect. The list is partial; the hit share may differ from the screen's.

| structure | FBPA Giardia inh |
| --- | --- |
| CC(=O)OC[C@@H]1O[C@@H](O/N=C2/C[C@@H](O)[C@@H](O)[C@@H]3[C@@H]4C(=O)N(C5CCCCC5)C(=O)[C@H]4CC[C@@H]23)[C@H](OC(C)=O)[C@H](OC(C)=O)[C@@H]1OC(C)=O | 1%[12.9 µM] |
| COc1ccc(-n2c(=O)c(-c3ccc(Cl)cc3)nc3cnc(N(C)C)nc32)cc1 | -3% |
| CC(=O)OC[C@@H]1O[C@H](C/C=N\O[C@@H](C)c2cc(-c3c(C)cc(C)cc3C)no2)C=C[C@@H]1OC(C)=O | 1%[12.9 µM] |
| COC(=O)c1ccc(C(NC(=O)c2ccco2)[C@]2(C)C[C@H]2C2CCCCC2)cc1 (some centres undefined) | -3% |
| C=C(CC(=O)OC)C[C@]1(CC(=O)OC)CC2(CC=C(C)C)C(=O)C(C(=O)c3ccccc3)=C(OC(=O)c3ccc(Br)cc3)C(CC=C(C)C)(C1)C2=O (some centres undefined) | 2%[12.9 µM] |
| CCCn1c(-c2ccc(F)cc2)nc2c(N3CCN(CCC(=O)OCC)CC3)nc(C)nc21 | -1% |
| C=C1C(=O)OC2C1CC/C(C)=C/CCC1(C)OC21 (centres undefined) | 3% |
| COc1cccc(Nc2ncc3nc(-c4cccs4)c(=O)n(-c4ccccc4)c3n2)c1 | 0% |
| CC[C@]12CCCN3CCc4c(n(c5ccccc45)C(=O)C1)[C@H]32 | 5% |
| CC(C)NC(=O)N1CC[C@@]2(CCCN(C(=O)c3csnn3)C2)C1 | 6% |
| CCCCS(=O)(=O)N1CCc2nc(-c3ccc(OC)cc3C)c3c(c2C1)CO[C@@H](c1ccccc1)C3 | 2%[12.9 µM] |
| C=C(C)C(=O)c1cccs1 | 1% |
| O=C1[C@H]2[C@H]3[C@H](O)[C@H](O)C/C(=N/OC[C@@H](O)COCc4ccco4)[C@@H]3CC[C@@H]2C(=O)N1C[C@@H]1CCCO1 | 6%[12.9 µM] |
| CO[C@H]1COC(=O)C/C=C\[C@H](C)COC(=O)[C@@H](C)NC(=O)C/C=C\[C@@H]1C | -1%[12.9 µM] |
| CC(C)(C)OC(=O)NCCCC1=CC2=CC(=O)C(C)(OC(=O)c3ccc(Cl)nc3)C(=O)C2=CO1 (centres undefined) | -30% |
| CC(=O)Oc1c2c(c(CC=C(C)C)c3c1C(=O)C1=CC4CC5C(C)(C)OC(C/C=C(\C)C(=O)O)(C4=O)[C@]15O3)OC(C)(CCC=C(C)C)C=C2 (some centres undefined) | -10% |
| CO/N=C\[C@@H](C)[C@H](OCc1ccccc1)C(C)C | 0%[12.9 µM] |
| COc1ccc(Oc2ncc3nc(C)c(=O)n(CCC#N)c3n2)cc1 | -11% |
| Cc1noc(C)c1-c1cncnc1NCCN1CCOCC1 | -4% |
| CCOC(=O)CNC(=O)O[C@@H]1C(=O)c2cc(OC)ccc2O[C@H]1c1cccc(OC)c1 | -3% |
| CCCc1cc2c(n1Cc1ccco1)C(C)C1CN(C(=O)c3ccccc3)C(C)(C(=O)OC)C21 (centres undefined) | -29% |
| CCCCc1nc2c(c3c1C[C@H](C)OC3)CN(S(=O)(=O)CCCC)CC2 | 5%[12.9 µM] |
| COC(=O)C1CC1C(NC(=O)[C@H]1CCCCN1)c1ccccc1 (some centres undefined) | 0% |
| CCOC(=O)CCN1C(=O)[C@H]2[C@H]3[C@H](O)[C@H](O)C/C(=N/NC(=O)OCc4ccccc4)[C@@H]3CC[C@@H]2C1=O | 0%[12.9 µM] |
| COC(=O)[C@H](COC(C)(C)C)NC(=O)O[C@@H]1C(=O)c2cc(Br)ccc2O[C@H]1c1ccc2c(c1)OCO2 | -4% |
| CC(Nc1oc(-c2ccccc2)nc1-c1ccccc1)c1ccccc1 (centres undefined) | 0%&-1% |
| Cc1noc(C)c1-c1cc(NCc2ccccc2)ncn1 | 3% |
| COC(=O)NC(CCc1ccccc1)C(C(C)=O)C(=O)OC (centres undefined) | 1% |
| CCCCC/C=C\C/C=C\C/C=C\C=C\C(=O)CCCC(=O)O | -1% |
| CO[C@]1(C2=NCCN2)COc2ccccc2O1 | -2% |
| Cc1nc(N2CCOCC2)c2nc(-c3ccccc3)n(CCN3CCOCC3)c2n1 | 1% |
| COc1cc2nc(N3CCN(C(=O)OCc4ccccc4)C(C(=O)NC(C)(C)C)C3)nc(N)c2cc1OC (centres undefined) | -2% |
| CCCCS(=O)(=O)N1C2=NC(C(=O)OC)=C(C(=O)OC)[C@@H]3N(Cc4ccccc4)c4ccccc4[C@]23C[C@H]1C(=O)OC | 4%[12.9 µM] |
| CCCCc1cc2c(cn1)=C(OC(=O)CCC(=O)OC)C(C)(OC(=O)CC)C(=O)C=2 (centres undefined) | 0%[12.9 µM] |
| COP(N)(=O)SC (centres undefined) | 0% |
| Cc1ccccc1-c1cncnc1NCCc1cnc[nH]1 | -8% |
| CN(C)C(=O)c1ccc(-c2cc(NCc3cccs3)ncn2)cc1 | 1% |
| CC[C@H](Oc1ccc(Cl)cc1)C(=O)OC1C[C@H]2CC[C@@H](C1)N2C (some centres undefined) | -10% |
| CC(C)C[C@@H](CC(=O)N[C@@H](CCC(=O)O)CC(=O)O)NC(=O)[C@@H]1CNCC[C@H]1NC(=O)C[C@H](CCCN)NC(=O)C[C@H](Cc1c[nH]c2ccccc12)NC(=O)[C@@H]1CCCC[C@H]1N | -20% |
| FC(F)(F)c1cc(NC(=S)Nc2ccc3cc4ccccc4cc3c2)cc(C(F)(F)F)c1 | -9% |
| CC1OC(OCC2OC(Oc3c(-c4ccc(O)c(O)c4)oc4cc(O)cc(O)c4c3=O)C(O)C(O)C2O)C(O)C(O)C1O (centres undefined) | -24% |
| CC(C)NC(=O)[C@@H]1C[C@H]1[C@@H](NC(=O)OCc1ccccc1)c1ccccc1 | -10% |
| CO[C@H]1COC(=O)[C@@H](C)COC(=O)[C@@H](COCc2ccccc2)NC(=O)C/C=C\[C@H]1C | 0%[12.9 µM] |
| FC(F)(F)c1ccccc1-c1nccc(-n2ccnc2)n1 | -13% |
| COc1ccc(C(=O)c2ccccc2)c(O)c1O | ? |
| CC[C@@H]1O[C@]2(C=C[C@@H]1C)C[C@H]1C[C@H](CC=C(C)[C@@H](O[C@@H]3C[C@H](OC)[C@H](O[C@@H]4C[C@H](OC)[C@H](O)[C@H](C)O4)[C@H](C)O3)[C@@H](C)C=CC=C3CO[C@@H]4[C@@H](O)C(C)=C[C@@H](C(=O)O1)[C@]34O)O2 | -11%[21.7 µM] |
| CCCCCCCCCCCCCCCC(=O)NCCc1ccc(O)c(O)c1 | 1%&-1% |
| O=C(O)[C@@H](O)[C@@H](O)[C@@H](O[C@H]1O[C@@H](CO)[C@@H](O)[C@@H](O)[C@@H]1O)[C@@H](O)CO | 0%[21.7 µM] |
| Cc1ccc(CNC(=O)[C@H](C)[C@@H]2C[C@@]2(C)[C@@H](NC(=O)OCc2ccccc2)c2ccccc2)c(F)c1F | 1% |
| FC(F)(F)c1cc(CN2CCC3(CCNCC3)CC2)cc(C(F)(F)F)c1 | 7% |

Additional results.
| structure | FBPA Giardia inh |
| --- | --- |
| C=CC[C@@H]1C=C[C@H](O/N=C2\c3cc(OC)ccc3O[C@H](c3cccc(OC)c3)[C@H]2O)[C@H](CO)O1 | -1%[12.9 µM] |
| CCCn1c(C)nc2c(N3CCCN(Cc4ccccc4)CC3)nc(C)nc21 | -4% |
| CCC/C=C(\CCC)C(NC(=O)c1ccco1)c1ccc(C(=O)OC)cc1 (centres undefined) | 5% |
| COC(=O)c1ccc(C(NC(=O)OCc2ccccc2)/C(=C/[C@@H](C)C(=O)NC2CCCCC2)c2cccnc2)cc1 (some centres undefined) | -1% |
| COc1ccc(Oc2ncc3nc(-c4cc(F)cc(F)c4)c(=O)n(C[C@H]4CCCO4)c3n2)cc1 | -10% |
| CCCCCCCCCc1ccc(O)cc1 | -15% |
| Cn1c(-c2ccccc2)c(O)c(=O)c2ccccc21 | -4%[12.9 µM] |
| Clc1ccccc1-c1nc(-n2ccnc2)c2ccccc2n1 | 4% |
| CCCCc1nc2c(c3c1CC(C)OC3)CN(CCC(C)C)CC2 (centres undefined) | -12%[12.9 µM] |
| Cn1cccc1C(=O)N1CCC2(CCN(C(=O)Nc3ccccc3)CC2)CC1 | -1% |

Overlap with the part before: 6 compounds, then new ones.
| structure | FBPA Giardia inh |
| --- | --- |
| COc1ccc(Oc2ncc3nc(-c4cc(F)cc(F)c4)c(=O)n(C[C@H]4CCCO4)c3n2)cc1 | -10% |
| CCCCCCCCCc1ccc(O)cc1 | -15% |
| Cn1c(-c2ccccc2)c(O)c(=O)c2ccccc21 | -4%[12.9 µM] |
| Clc1ccccc1-c1nc(-n2ccnc2)c2ccccc2n1 | 4% |
| CCCCc1nc2c(c3c1CC(C)OC3)CN(CCC(C)C)CC2 (centres undefined) | -12%[12.9 µM] |
| Cn1cccc1C(=O)N1CCC2(CCN(C(=O)Nc3ccccc3)CC2)CC1 | -1% |
| O=C(Oc1ccccc1)N1CCC2(CC1)CN(c1ccccc1)C2 | 1% |
| COc1ccccc1CNc1nc(-c2ccc(C(=O)N(C)C)cc2)nc2ccccc12 | -7% |
| CCCCCCCCCCCCC[N+](C)(C)Cc1ccccc1 | -1% |
| COC(=O)[C@@]1(Cc2ccc(OC)cc2)[C@H]2c3cc(C(=O)N4CCCC4)n(CCc4ccc(O)c(OC)c4)c3C[C@H]2CN1C(=O)c1ccccc1 | -7% |
| CC(C)NC(=O)N1CCCC2(CCN(C(=O)c3cccn3C)CC2)C1 | 0% |
| O=c1c(-c2cccs2)nc2cncnc2n1C1CC1 | 4% |
| C[C@@H](C(=O)NCc1ccc(C(F)(F)F)nc1)[C@H]1C[C@]1(C)[C@H](NC(=O)OCc1ccccc1)c1ccccc1 | -6% |
| Nc1nc2c([nH]c(=S)n2C2OC(CO)C(O)C2O)c(=O)[nH]1 (centres undefined) | ? |
| CCCCCCCCCCCCCCCCCC(=O)OC(CC(=O)O)C[N+](C)(C)C (centres undefined) | 0% |
| Cn1c(-c2nc(-c3ccccc3)cs2)nc2ccccc21 | 5% |
| FC(F)(F)c1ccccc1-c1nc(NC2CCNCC2)c2ccccc2n1 | 2% |
| COC(=O)CC1=COC(O)C2C(CO)=CC[C@@H]12 (some centres undefined) | 2%[12.9 µM] |
| COc1ccc(CNc2ccnc(-c3ccc(N(C)C)cc3)n2)c(OC)c1 | ? |
| CN1CCc2cc3c(cc2[C@@H]1[C@@H]1OC(=O)c2c1ccc1c2OCO1)OCO3 | -1%[21.7 µM] |
| COc1c(Cl)ccc(Cl)c1C(=O)O | -7% |
| COCC(=O)N1CCC[C@@]2(CCN(C(=O)Nc3cccc(C#N)c3)C2)C1 | 2% |
| Oc1ccc2c3c1OC1C(O)CC[C@]4(O)C(C2)N(CC2CCC2)CC[C@]314 (some centres undefined) | 0% |
| C[C@@H](C(=O)Nc1ccc2ccccc2c1)[C@H]1C[C@]1(C)[C@H](NC(=O)Oc1ccc(F)cc1)c1ccccc1 | 2% |
| COCCn1c(=O)c(-c2cccc(C#N)c2)nc2cnc(OCc3ccccc3)nc21 | 3% |
| OC[C@H]1O[C@@H](n2cnc3c(NCCc4ccccc4)ncnc32)[C@H](O)[C@H]1O | -2% |

Some values from the entries so far:
For FBPA Giardia inh, `Oc1ccc2c3c1OC1C(O)CC[C@]4(O)C(C2)N(CC2CCC2)CC[C@]314` (some centres undefined) has the entry 0%
For FBPA Giardia inh, `CN1CCc2cc3c(cc2[C@@H]1[C@@H]1OC(=O)c2c1ccc1c2OCO1)OCO3` has the entry -1%[21.7 µM]

The list goes on.
| structure | FBPA Giardia inh |
| --- | --- |
| CCOC(=O)[C@]1(C(NC(=O)OC)c2cccc(F)c2)CCCC1=O (some centres undefined) | 0%[12.9 µM] |
| COc1cccc(-c2ccc3ncnc(Nc4ccccc4)c3c2)c1 | 2% |
| CC(=O)NCCNc1cc(-c2ccccc2C)ncn1 | 8% |
| CC(=O)N1CCC2(CCCN(c3cccc(-c4ccccc4)c3)C2)CC1 | -5% |
| C[C@@H](CCc1ccc(O)cc1)NCCc1ccc(O)c(O)c1 | -26% |
| COc1cccc2c1C(=O)CC(c1ccccc1)O2 (centres undefined) | 7% |
| CC(C)(C#N)O[C@H]1OC(CO)C(O)C(O)C1O (some centres undefined) | 0% |
| CC12C=C(/C=C/C=C/c3ccco3)C(C)(C1)C(/C=C/c1ccco1)CC2=O (centres undefined) | -1%[12.9 µM] |
| COCn1c2ccccc2c2nnc(C(C)=O)nc21 | 0%&0%[12.9 µM] |
| COC(=O)C12CC3=CC(CC3=O)Cc3ccccc3[C@@H]1CNC2=O (some centres undefined) | 1% |
| C=CCOC(=O)/C=C/NC(=O)/C=C/C=C/CCCCCCCC(C)O (centres undefined) | 0%&6%[12.9 µM] |
| COc1ccc(-c2coc3cc(O)ccc3c2=O)c(O)c1O | 18µM* |
| CC(=O)/C(C)=N/O | -4% |
| CCCNC(=O)OC[C@H]1O[C@@H](CCO/N=C2/C[C@@H](O)[C@@H](O)[C@@H]3[C@@H]4C(=O)N(CC)C(=O)[C@H]4CC[C@@H]23)C=C[C@@H]1Oc1ccc(OC)cc1 | -1%[12.9 µM] |
| C=C1C=C(Br)C2(OCCCO2)[C@H]2OC12 (some centres undefined) | 0%[12.9 µM] |
| CC1(OC(=O)C2CCCC2)C(=O)C=C2C=C(c3ccsc3)N(c3ccc(CO)cc3)C=C2C1=O (centres undefined) | 4%[12.9 µM] |
| Cc1noc(C)c1C(=O)N1CCC2(CCCN(C(=O)Nc3cccc(C#N)c3)C2)CC1 | 14% |
| CC1CC[C@@]2(OC1)OC1CC3C4CC[C@@H]5CC(O)CC[C@@]5(C)C4CC[C@]3(C)C1C2C (some centres undefined) | 1% |
| CC1C(=O)OC2C1CC[C@@]1(C)C=CC(=O)[C@@]3(C)O[C@@]213 (some centres undefined) | 6% |
| c1cncc(-c2nc(NCCN3CCOCC3)c3ccccc3n2)c1 | -6% |
| COC(=O)N1CCC2(CCCN(c3ncccn3)C2)CC1 | 0% |
| Cn1cc(-c2nc3cnc(Oc4cccc(Cl)c4)nc3n(CCC#N)c2=O)c2ccccc21 | 1% |
